Screening data deposited in PubChem BioAssay by several laboratories.
m-calpain inh – calpain II (pig) inhibition. purified calpain II, fluorogenic peptide substrate, 30 min. inhibition, % at 16 µM. 0.37% of 220,000 active. AID 1236;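 active = inhibition above about 50%, limit read from the data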
Mdm2 ligase inh – blocks human Mdm2 ubiquitin ligase activity; Q00987; cell-based MDM2 ubiquitination luciferase reporter, 2 h; 0 = plate control, 100 = twice control, blank-subtracted; signal enhancement, % at 5 µM; 0.11% of 210,000 active;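 active = signal enhancement of 30% or more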;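 note: luminescence tracks abundance of the self-degrading MDM2-luciferase fusion protein; higher signal means inhibition of MDM2 E3 ligase activity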
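Material: stable MDM2–luciferase fusion reporter cells / Quantity: 2000 cells/well / Dosing: single 5 µM compound dose, 0.2% final DMSO / Buffer or medium: DMEM / Schedule: 4 h cell settling then 2 h compound exposure, 37 °C / Detection: luminescence with SteadyLite reagent, 15 min at room temperature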
KCC2 mod – KCC2 (human) Cl- transport modulation; Q9H2X9; KCC2 cells, thallium flux FluoZin-2 fluorescence; B-score of Tl+ flux slope (higher = more flux/activation; lower = inhibition) at 10 µM; 2.2% of 190,000 active;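 active = thallium flux slope and its plate-corrected score both differing from the plate sample mean at a set confidence after two filtering rounds, in either direction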;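 note: slope of fluorescence scaled to starting intensity during 10 to 20 s after thallium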
Rad51 HR inh – blocks human Rad51 in homologous recombination; Q06609; hRad51 DNA strand exchange, fluorescence dequenching; inhibition, % at 10 µM; 0.085% of 200,000 active; AID 1385;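 active = inhibition above 40% at the single screening dose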;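 note: 0% = DMSO control wells and 100% = blanks with heterologous ssDNA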
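Material: human Rad51–ssDNA filaments; Probe or stimulus: labelled 47-mer dsDNA for strand exchange; Doses: single 10 µM dose; Incubation: 37 °C 15-min filament assembly, 30-min compound preincubation, 15-min exchange; Technique: FRET fluorescence dequenching, excitation 485 nm, emission 520 nm; Measure: Fluorescence-based percent inhibition, control- and blank-normalised; Benchmarks: plate control and blank wells.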
EBV gp42 inh – blocks Epstein-Barr virus glycoprotein 42 binding. Q1HVG2. Fluorescence polarization binding assay, mP read-out. inhibition, % (tested at 21.74 µM). 0.42% of 220,000 active; in the data active = inhibition above about 50%
eIF4E-4G inh – blocks eIF4E binding to eIF4G | TR-FRET eIF4E-eIF4GI(517-606) binding, 2 h | inhibition, % at 21.7 µM | 0.37% of 220,000 active;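 active = inhibition above about 30%, limit read from the data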;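 note: 0% = full FRET control wells and 100% = background wells lacking eIF4GI fragment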
Target sequence (P63073 whole entry, looked up, the tested form may be a part): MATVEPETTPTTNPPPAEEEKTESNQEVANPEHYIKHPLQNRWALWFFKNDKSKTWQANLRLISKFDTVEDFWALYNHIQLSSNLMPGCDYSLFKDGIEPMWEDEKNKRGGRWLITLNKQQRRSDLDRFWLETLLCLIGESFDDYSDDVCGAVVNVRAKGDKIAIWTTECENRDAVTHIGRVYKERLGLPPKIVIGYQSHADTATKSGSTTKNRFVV
Target sequence (Q04637 whole entry, looked up, the tested form may be a part): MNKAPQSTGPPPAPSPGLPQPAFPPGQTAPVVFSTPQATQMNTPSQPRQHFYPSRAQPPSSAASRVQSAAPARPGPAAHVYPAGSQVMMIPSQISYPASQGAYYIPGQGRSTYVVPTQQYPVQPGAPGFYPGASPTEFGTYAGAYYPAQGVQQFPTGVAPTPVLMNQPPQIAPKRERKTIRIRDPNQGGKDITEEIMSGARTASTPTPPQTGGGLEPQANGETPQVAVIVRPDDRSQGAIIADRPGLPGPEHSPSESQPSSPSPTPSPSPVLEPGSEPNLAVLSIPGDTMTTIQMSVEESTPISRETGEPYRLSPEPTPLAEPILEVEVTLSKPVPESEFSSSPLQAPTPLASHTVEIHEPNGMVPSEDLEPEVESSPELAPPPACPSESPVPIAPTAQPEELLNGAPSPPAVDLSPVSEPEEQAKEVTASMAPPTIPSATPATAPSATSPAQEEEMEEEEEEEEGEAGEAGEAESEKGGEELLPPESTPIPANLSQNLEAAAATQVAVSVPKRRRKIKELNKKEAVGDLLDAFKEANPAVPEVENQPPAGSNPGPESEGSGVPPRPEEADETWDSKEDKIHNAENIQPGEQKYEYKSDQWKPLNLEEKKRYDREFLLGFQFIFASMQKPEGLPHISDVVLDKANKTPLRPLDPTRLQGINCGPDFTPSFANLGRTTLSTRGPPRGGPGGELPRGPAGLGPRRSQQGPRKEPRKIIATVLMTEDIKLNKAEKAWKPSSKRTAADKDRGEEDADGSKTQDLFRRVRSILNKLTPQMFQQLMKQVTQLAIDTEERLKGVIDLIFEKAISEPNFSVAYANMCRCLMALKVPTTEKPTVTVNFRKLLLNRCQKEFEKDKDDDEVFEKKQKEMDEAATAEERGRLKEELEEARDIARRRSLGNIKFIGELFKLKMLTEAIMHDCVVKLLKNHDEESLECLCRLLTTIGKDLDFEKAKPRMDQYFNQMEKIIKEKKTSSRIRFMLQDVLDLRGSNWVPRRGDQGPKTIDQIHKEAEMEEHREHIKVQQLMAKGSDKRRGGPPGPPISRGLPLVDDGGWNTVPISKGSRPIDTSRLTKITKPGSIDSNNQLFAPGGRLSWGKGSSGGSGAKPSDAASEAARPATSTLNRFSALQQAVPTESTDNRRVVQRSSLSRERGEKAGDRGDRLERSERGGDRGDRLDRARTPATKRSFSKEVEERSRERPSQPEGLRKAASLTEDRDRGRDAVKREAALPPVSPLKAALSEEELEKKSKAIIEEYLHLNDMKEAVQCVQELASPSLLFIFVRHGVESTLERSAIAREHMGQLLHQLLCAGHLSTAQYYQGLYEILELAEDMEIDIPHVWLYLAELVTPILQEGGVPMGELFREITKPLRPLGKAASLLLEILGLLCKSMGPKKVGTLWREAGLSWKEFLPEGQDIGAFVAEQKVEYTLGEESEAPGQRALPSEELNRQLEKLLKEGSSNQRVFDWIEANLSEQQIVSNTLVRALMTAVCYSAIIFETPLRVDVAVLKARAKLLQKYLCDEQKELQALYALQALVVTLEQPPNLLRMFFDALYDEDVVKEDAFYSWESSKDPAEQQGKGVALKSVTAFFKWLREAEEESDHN
PERK inh – blocks human PERK kinase; Q9NZJ5; CHO PERK-DD fusion, SEAP luminescence translation reporter; inhibition, % at 5.6 µM; 0.17% of 220,000 active;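 active = inhibition above the mean inhibition of all tested compounds plus 3 SD, set separately per screening campaign, cut at about 2.9% in these data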;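 note: PERK kinase domain activated by AP20187 dimerizer at 100 nM; 0% = DMSO with dimerizer and 100% = rapamycin at 8.4 µM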
L929 necroptosis – blocks zVAD induced death of L929 cells. L929 zVAD necroptosis rescue, ATP luminescence, 24 h; with zVAD 60 µM. viability rescue, % at 10 µM. 0.38% of 220,000 active;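 active = activation, scaled between plate controls, above about 75%, limit read from the data; inactive = activation under that limit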;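 note: 0% = zVAD with DMSO and 100% = DMSO alone without zVAD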
TNF necrop inh – TNF-alpha cell death inhibition in Jurkat FADD-/- cells. 0.068% of 220,000 active. Jurkat FADD-/- TNF necroptosis rescue, ATP luminescence, 24 h; 0 = TNF only, 100 = no-TNF cells. activation (protection from cell death), % at 10 µM;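 active = activation, meaning protection from cell death, of at least 50% relative to plate controls; inactive = activation below 50%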;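 note: necroptosis triggered by 40 ng/mL TNF-alpha added together with compound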
Numbers without * were called inactive; . = no result given; [ ] = dose if it differs, or a comment.

No.	SMILES	m-calpain inh	EBV gp42 inh	L929 necroptosis	TNF necrop inh	Mdm2 ligase inh	Rad51 HR inh	KCC2 mod	PERK inh	eIF4E-4G inh
1	COC(=O)c1ccc(/C=N/NC(=O)c2ccccc2Cl)cc1	-4	-20	1.2	3.0	6	-38	-0.081	0.8	16
2	COc1ccc(NC(=S)NCC(O)c2ccccc2)c(OC)c1 (configuration not stated)	1	0	0.9	0.8	-10	-2	0.56	0.7	-1
3	Cc1ccc(C(=O)Oc2oc(-c3ccco3)nc2C=Nc2ccccc2)cc1	-30	-1	0.0	-1.1	3	-14	1.1	0.9	6
4	CCOC(=O)COc1cc(N2C(=O)CSCC2=O)c(Cl)cc1Cl	18	1	0.2	-1.8	-19	5	-0.18	-0.5	-1[fluorescence artefact?]
5	Clc1ccccc1-c1nnc2sc(-c3cccs3)nn12	52*	-12	1.2	1.1	15	4	-2.1	0.1	-4[fluorescence artefact?]
6	CN(CC(=O)Nc1ccc2c(c1)CCC2)CC(=O)Nc1ccccc1Br	-9	8	1.2	1.6	-3	-80	-1.7	1.2	-1
7	O=C(NCC1CCCO1)c1cc(-c2ccco2)nc2ccccc12 (configuration not stated)	-478	-4	0.1	-1.9	-20	5	0.38	-0.9	12
8	CC1CCN(C(=O)CSc2nnc(-c3ccc(S(=O)(=O)N4CCOCC4)cc3)n2C)CC1	5	-22	0.7	-0.2	-25	-9	-0.41	0.4	-1
9	CN(Cc1ccncn1)C(=O)CC1C(=O)NCCN1Cc1cccc(Oc2ccccc2)c1 (configuration not stated)	-46	11	1.1	-1.0	-5	0	0.024	0.4	0
10	CCN1C(=O)/C(=C/N(C)C)c2ccccc21	-28	-5	0.5	-0.4	-1	-4	.	0.2	6
11	CCn1c(C)nc2cc(C(=O)N=Nc3c(O)[nH]c4c(C)cc(C)cc34)ccc21	-84	-11	2.7	4.4	-6	0	0.4	0.1	13
12	O=C(NCCCCCCOC1=NS(=O)(=O)c2ccccc21)C(=O)Nc1ccccc1	10	-7	-1.1	1.6	-8	11	0.048	-0.5	5
13	CN1CCCC(OC(=O)COc2ccccc2)C1 (configuration not stated)	9	-10	1.4	0.4	-18	-3	.	0.4	2
14	Nc1[nH]n(-c2ccccc2)c(=O)c1N=Nc1ccccc1[N+](=O)[O-]	15	-10	0.1	0.1	-19	2	0.47	0.7	-24[fluorescence artefact?]
15	CC(C)(C)n1nnnc1C(c1cccnc1)N1CCN(c2ccccn2)CC1 (configuration not stated)	-7	-12	0.0	1.8	-3	17	-0.34	0.6	-1
16	Cc1c(NC(=O)c2cc3ccccc3o2)c(=O)n(-c2ccccc2)n1C	7	7	0.0	-1.6	0	0	-0.025	0.4	1
17	Cc1ccc(OCc2nnc(SCC(=O)Nc3ccc4c(c3)OCCO4)n2Cc2ccco2)cc1	20	-15	3.7	1.0	-7	-6	-1.8	-1.6	-6
18	COC(=O)C1C(=O)c2c([nH]c(C(=O)OC3CCCCCC3)c2C)CC1C (configuration not stated)	-8	-1	3.5	1.5	-7	1	-0.3	-0.7	1
19	Cc1cc(C)n2cc(CSc3nc4cc(Cl)ccc4o3)nc2n1	-32	-2	8.3	-0.8	6	-3	.	0.1	6
20	O=C(NCc1cccc(CNC(=O)C(=O)NCC2CCCO2)c1)C(=O)NCC1CCCO1 (configuration not stated)	2	6	1.7	0.7	-2	-14	0.065	0.3	-2
21	COc1cccc(CSc2nnc(-c3ccc(F)cc3)o2)c1	8	-11	0.2	-2.2	-1	-3	-0.59	0.6	5
22	C=CCOC(=O)C(C#N)c1nc2ccccc2nc1N1CCC(C(=O)OCC)CC1 (configuration not stated)	18	-17	5.1	-1.8	-14	1	0.34	-0.9	-2
23	CN(C)CCCN(Cc1ccccc1)C(=S)Nc1ccc(SC(F)F)cc1	15	-10	0.7	2.9	1	14	1	-0.4	0
24	Cc1cccc(-c2noc(CN(C(=O)c3c(-c4ccccc4Cl)noc3C)C(C)C)n2)c1	16	4	0.3	-1.0	-12	3	-0.028	-0.6	-1
25	COC(=O)CSc1nnc(C)n1-c1cccc(C#N)c1	-30	-3	-0.3	-4.0	-9	4	0.011	0.7	-1[fluorescence artefact?]
26	CC(SCc1ccccc1)C(=O)NN=C1CCN(C)CC1 (configuration not stated)	5	4	0.4	-1.4	-7	-5	0.061	-1.0	0
27	CSc1ccc(/C=N/n2nnnc2N)cc1	.	.	3.1	1.4	-23	-5	0.83	1.3	.
28	O=C(O)CNC(=S)N(Cc1ccccc1Cl)C1CCCC1	4	-14	0.1	0.8	.	.	0.56	1.6	3
29	COc1ccc(-n2c(=O)[nH]cc(C(=O)N3CCc4ccccc43)c2=O)cc1	13	-33	-0.4	-1.2	-15	-4	0.32	2.4	-6[fluorescence artefact?]
30	Cc1cc(NS(=O)(=O)c2ccc(NC(=O)CCc3ccccc3)cc2)no1	-17	-24	0.0	-2.3	-1	1	0.65	0.7	-4
31	CCc1c(C)[nH]n(-c2ccc(Oc3ccccc3)c(S(=O)(=O)O)c2)c1=O	-7	-8	-0.1	-2.6	-26	2	0.66	1.0	4
32	O=C(COC(=O)c1ccccc1Nc1ccccc1)Nc1ccccc1	-70	-17	2.2	2.0	-2	1	-0.72	1.9	-3
33	COc1cc(OC)cc(C(=O)N[C@H](C(=O)Nc2nc3ccccc3[nH]2)C(C)C)c1	12	-9	0.3	-7.1	7	19	-0.019	-0.3	2
34	CC(=O)c1cc(C#N)c(SCc2ccc(F)cc2)nc1C	7	-1	0.1	0.3	-18	7	-0.97	0.6	3[fluorescence artefact?]
35	CC(=O)c1nnn(-c2ccc(F)cc2F)c1C	-13	-7	0.0	-0.7	-12	15	0.12	0.6	-10
36	O=[N+]([O-])c1ccccc1NC1CCN(Cc2ccccc2)CC1	-13	4	-0.1	3.5	-4	2	-2.4	-1.4	-7
37	CCCCNCc1cc(OCC)c(OCC(N)=O)cc1Br	-52	-13	-0.4	0.0	-8	-3	.	-1.9	5[fluorescence artefact?]
38	COc1ccc(NC(=O)/C(C#N)=C\C=C\c2ccco2)cc1	34	5	1.4	-5.5	-9	-11	-0.27	0.3	-1
39	O=C(COC(=O)CNS(=O)(=O)c1ccc2ccccc2c1)Nc1ccc2c(c1)OCO2	20	-8	-0.7	1.3	-18	-2	0.11	0.7	3
40	COc1ccc(-n2c(SCC(=O)N3CCCC(C)C3)nnc2-c2cccnc2)cc1 (configuration not stated)	-56	0	-0.1	-1.2	-24	.	0.34	-1.0	-12[fluorescence artefact?]
41	CCOC(=O)c1ccc(N2C(=O)CC(N3CCN(C/C=C/c4ccccc4)CC3)C2=O)cc1 (configuration not stated)	-3	12	0.4	-0.3	-18	5	-1.1	-0.1	9
42	COc1ccccc1NC(=O)CN1CC(=O)Nc2ccccc21	-2	-18	1.8	0.8	-3	6	-0.88	0.3	0
43	CCC(N1CCOC1=O)S(=O)(=O)c1ccc(C)cc1 (configuration not stated)	-27	-7	-0.1	-0.8	0	-6	0.59	0.7	-5
44	CNC(=O)c1ccsc1NC(=O)c1ccc2c(c1)CCCC2	3	5	.	-7.0	.	.	0.28	-0.3	3[fluorescence artefact?]
45	CCN(CC)CCC(=O)Nc1cccc2c1C(=O)c1ccccc1C2=O	-16	-5	52	-26	-67	34	0.015	-2.1	-9
46	Cc1cc(C(=O)OCC(=O)N2CC(=O)Nc3ccccc32)c(C)n1-c1ccccc1	10	15	-0.2	2.5	-36	-3	-1.3	-0.9	5[fluorescence artefact?]
47	Cc1nc2nc(CSc3ccc(Cl)cc3)cc(=O)n2[nH]1	-28	-37	0.2	-0.6	-13	-5	0.12	0.9	-2
48	Cc1cc(C(=O)Nc2ccc3c(c2)OCCO3)c(C)o1	-13	-6	-0.4	-2.2	-28	4	.	0.4	-15
49	COc1ccc(C(=O)NCCSCc2ccco2)cc1OC	6	4	0.3	-2.6	-14	10	-0.24	0.2	6[fluorescence artefact?]
50	COc1ccccc1C(=O)C1CCCN(C(=O)Nc2ccccc2F)C1 (configuration not stated)	-10	-8	0.5	0.7	-13	18	.	1.8	2
51	COc1ccc(NC(=O)c2cccc(N3C(=O)NC4CC3(C)Oc3ccccc34)c2)cc1 (configuration not stated)	-27	-3	-0.4	-0.8	-3	-3	-2.8	-1.6	0
52	CCCCn1c(SCC(=O)N2c3ccccc3Sc3ccccc32)nc2c1c(=O)n(C)c(=O)n2C	20	-17	0.4	-3.5	.	5	-1.1	1.0	-1
53	CC(=O)NCC(=O)N(C)C(C(=O)Nc1ccc2c(c1)OCCO2)c1ccccc1 (configuration not stated)	-20	-29	0.4	0.8	-7	2	0.61	1.9	1
54	CC1CCN(C(c2nnnn2CCc2ccccc2)C(C)C)CC1 (configuration not stated)	-5	-1	-0.5	-0.4	-29	0	-0.073	-1.2	-2
55	O=C1C(=C2SCCCS2)CC/C1=C\c1ccc(F)cc1	22	-12	-0.2	-2.3	-20	-3	0.22	1.9	4
56	c1ccc(-n2cnc3cc(NCc4ccccn4)ccc32)cc1	10	7	76*	-0.7	-25	3	-0.011	0.5	3

Looked up by structure from the entries so far (3):
No.	SMILES	m-calpain inh	EBV gp42 inh	L929 necroptosis	TNF necrop inh	Mdm2 ligase inh	Rad51 HR inh	KCC2 mod	PERK inh	eIF4E-4G inh
46	Cc1cc(C(=O)OCC(=O)N2CC(=O)Nc3ccccc32)c(C)n1-c1ccccc1	10	15	-0.2	2.5	-36	-3	-1.3	-0.9	5[fluorescence artefact?]
49	COc1ccc(C(=O)NCCSCc2ccco2)cc1OC	6	4	0.3	-2.6	-14	10	-0.24	0.2	6[fluorescence artefact?]
3	Cc1ccc(C(=O)Oc2oc(-c3ccco3)nc2C=Nc2ccccc2)cc1	-30	-1	0.0	-1.1	3	-14	1.1	0.9	6
